Compound activity from PubChem.
proCasp3 act: activators of human procaspase-3 D3A mutant, primary screen, biochemical, absorbance, PC-3 D3A mutant, single concentration. Caspase-3 (Homo sapiens), P42574. recombinant procaspase-3 D3A, Ac-DEVD-pNA absorbance 405 nm. activation, % at 8.5 µM. 330,000 compounds, 0.11% hits;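 active means activation above the mean of all tested compounds plus 3 SD, cut at about 21% in these data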;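 further: 0% = DMSO alone and 100% = DMSO wells spiked with extra 5 µM PC-3 D3A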
Target sequence (P42574 whole entry D9A/D28A/D175A): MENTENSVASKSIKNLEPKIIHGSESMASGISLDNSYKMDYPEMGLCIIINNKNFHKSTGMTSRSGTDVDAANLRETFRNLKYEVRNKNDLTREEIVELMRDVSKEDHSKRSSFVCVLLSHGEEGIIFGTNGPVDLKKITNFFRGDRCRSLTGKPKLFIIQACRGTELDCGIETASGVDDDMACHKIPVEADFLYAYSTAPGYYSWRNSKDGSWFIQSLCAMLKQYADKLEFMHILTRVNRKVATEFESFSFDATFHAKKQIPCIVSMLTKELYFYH
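System: Procaspase-3 D3A mutant. Medium: Zinc-free 300 mM NaCl, 50 mM HEPES, 0.01% Triton X-100. Schedule: 1 h preincubation plus 2 h reaction at 25 °C. Measured by: 405 nm absorbance of p-nitroaniline, reads at 0 and 120 min. Read-out: percent activation relative to control range.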
procasp7 counter: procaspase-7 activators, primary screen, counter-screen for procaspase-3 activator project, biochemical, absorbance, HTS, human; 330,000 compounds, 0.093% hits; recombinant procaspase-7, Ac-DEVD-pNA absorbance 405 nm; D23A/D198A/D206A triple mutant, cannot self-cleave; scale: DMSO 0, 5 µM enzyme 100; Caspase-7 (Homo sapiens), P55210; activation, % at 8.5 µM;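 active means percent activation above the screen-wide mean plus 3 SD, cut at about 25% in these data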
Target sequence (P55210 whole entry D23A/D198A/D206A): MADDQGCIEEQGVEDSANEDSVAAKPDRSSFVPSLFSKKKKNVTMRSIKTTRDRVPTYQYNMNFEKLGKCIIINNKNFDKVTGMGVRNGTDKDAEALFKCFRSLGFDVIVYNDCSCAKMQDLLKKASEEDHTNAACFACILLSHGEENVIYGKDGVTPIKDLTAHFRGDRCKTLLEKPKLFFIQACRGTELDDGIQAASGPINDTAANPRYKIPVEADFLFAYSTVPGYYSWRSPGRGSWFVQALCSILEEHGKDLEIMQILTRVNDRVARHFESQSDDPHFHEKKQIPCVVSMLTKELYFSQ
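Assay system – Uncleavable procaspase-7 mutant enzyme · Quantity – 2 µM procaspase-7 mutant as dispensed · Times – 1 h preincubation, 2 h reaction · Dosing – single nominal 8.5 µM compound dose, 0.8% DMSO final · Buffer or medium – Zinc-free 50 mM HEPES buffer, pH 7.4, with NaCl and Triton X-100 · Detection – Epi-absorbance of released pNA at 405 nm, two timepoints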
LAP4 TOR yeast: modulators of LAP4-GFP expression in yeast, primary screen, S. cerevisiae, multiplex flow cytometry, MLPCN library. 3 h; median GFP as percent of DMSO wells. GFP response vs DMSO, % at 10 µM. 320,000 compounds, 0.34% hits;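 active means GFP response vs DMSO above a set limit, about the screen mean plus 3 SD, cut at about 150% in these data; inconclusive means under 70 cell events counted for the yeast strain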
GASC-1 inh: inhibitors of GASC-1 histone demethylase, primary screen, biochemical, fluorescence, DELFIA europium. 330,000 compounds, 0.069% hits. GST-JMJD2C(1-420) H3K9me3 demethylation. Lysine-specific demethylase 4C (Homo sapiens), Q9H3R0. AID 2099, 2009. inhibition, % at 2.35 µM;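 active means more than half of a compound's replicate wells show inhibition beyond 50%, single wells judged on their own value; inconclusive means some, but no more than half, of replicates pass 50% inhibition; inactive means no replicate passes 50% inhibition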;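 further: signal counts dimethyl H3K9 product captured on neutravidin plate; 0% = median of DMSO wells and 100% = 0.3 times that DMSO median; strong numbers were not always called active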
Target sequence (Q9H3R0 1-420 limits assumed): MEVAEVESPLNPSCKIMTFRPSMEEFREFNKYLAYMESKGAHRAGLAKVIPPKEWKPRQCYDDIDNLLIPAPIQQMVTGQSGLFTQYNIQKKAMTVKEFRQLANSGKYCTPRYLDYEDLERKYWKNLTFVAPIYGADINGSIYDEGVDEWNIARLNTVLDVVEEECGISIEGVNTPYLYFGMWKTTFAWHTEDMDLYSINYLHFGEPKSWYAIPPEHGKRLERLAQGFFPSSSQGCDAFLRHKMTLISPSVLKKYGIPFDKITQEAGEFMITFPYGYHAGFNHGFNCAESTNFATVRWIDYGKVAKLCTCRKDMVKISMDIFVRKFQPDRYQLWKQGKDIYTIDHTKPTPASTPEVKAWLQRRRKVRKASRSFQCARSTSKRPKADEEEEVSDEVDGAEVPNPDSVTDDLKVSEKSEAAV
MEP2-GFP yeast: modulators of MEP2-GFP levels in yeast, primary screen, S. cerevisiae, multiplex flow cytometry, MLPCN library; S. cerevisiae MEP2-GFP strain, 3 h; 100% = DMSO control level; GFP response vs DMSO, % at 10 µM; 330,000 compounds, 0.51% hits; AID 2016, 2009;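 active means GFP response versus DMSO above a set limit, roughly screen mean plus 3 SD, cut at about 180% in these data; inconclusive means fewer than 70 cells counted for a yeast strain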;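 further: median GFP fluorescence of the barcode-gated MEP2-GFP cells per well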
RPL19A TOR yeast: RPL19A-GFP expression modulators in yeast, primary screen, cell-based, S. cerevisiae, multiplex flow cytometry, MLPCN | S. cerevisiae RPL19A-GFP strain, 3 h; hits give low values | percent response vs DMSO, % at 10 µM | 330,000 compounds, 0.3% hits;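 active means percent response vs DMSO below 50%; inconclusive means fewer than 70 events counted for the yeast strain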;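 further: median channel GFP fluorescence of the barcoded RPL19A-GFP strain; ratio of sample median GFP to plate DMSO average so 100% = DMSO; lower means less RPL19A-GFP as with rapamycin TOR inhibition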
AHR act: AHR activators, primary screen, cell-based, luminescence, luciferase reporter, human; Aryl hydrocarbon receptor (Homo sapiens), P35869; AHR-responsive luciferase reporter cells; activation, % at 5 µM; 320,000 compounds, 2.5% hits; in the data active means activation above about 47%;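 further: 0% = vehicle wells and 100% = reference agonist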
CR mimetic SO: reduction of superoxide in aged yeast, primary screen, HTS. S. cerevisiae aged cells, superoxide DHE fluorescence; hits give low values. superoxide response (% of plate mean), % at 10 µM. 330,000 compounds, 0.18% hits;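 active means superoxide response under a set limit, about three screen SD below normal, cut at about 65% in these data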;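 further: yeast aged for seven days with compound at 30 °C before DHE staining; 100% = average MFI of all compound-treated wells on the plate with controls excluded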
The depositor's hits bear a star; ? = inconclusive; nt = no result given.

Every second line gives: MEP2-GFP yeast | LAP4 TOR yeast | CR mimetic SO | proCasp3 act | GASC-1 inh | RPL19A TOR yeast | AHR act | procasp7 counter
[1] O=C1CC(c2ccccc2)Cc2nc(NCc3ccco3)ncc21 (centres undefined)
→ 91 | 92 | 95 | -3 | -2 | 94 | -2 | 0
[2] CCCCOc1cccc(C(=O)NC(=S)Nc2cccc(NC(=O)c3ccccc3Cl)c2)c1
→ 95 | 91 | 95 | -4 | 19 | 98 | 4 | -2
[3] CCOC(=O)c1ccc(S(=O)(=O)NNC(=O)Cc2csc(C)n2)cc1
→ 92 | 103 | 91 | -6 | -6 | 101 | -1 | 3
[4] O=C(O)CCCC(=O)N1CCN(c2nc(-c3ccccc3Cl)c3cc(Br)ccc3n2)CC1
→ 122 | 110 | 89 | 0 | -2 | 99 | 1 | -5
[5] COC(=O)CSc1nc2cc(C)cc(C)c2cc1C#N
→ 101 | 98 | 99 | 4 | -3 | 99 | 5 | 10
[6] O=C(CSc1nnc(-c2cc3ccccc3cc2O)n1Cc1ccco1)c1ccc(F)cc1
→ 88 | 109 | 102 | 0 | -16 | 93 | 2 | -1
[7] Cc1cccc(N2Cc3ccccc3C2=NC(=O)c2ccc(Cl)nc2)c1
→ 103 | 89 | 83 | 0 | 2 | 102 | 47 | 6
[8] CC(C)N(CCNS(=O)(=O)c1ccc(Cl)cc1)C(C)C
→ 96 | 100 | 97 | 2 | -5 | 100 | -2 | -1
[9] Cc1ccc(NC(=O)CCc2ccc(C)o2)c(Br)c1
→ 114 | 107 | 106 | 0 | 3 | 98 | -3 | -1
[10] CCOC(=O)C1(Cc2cccc(OC)c2)CCN(Cc2ccccc2)CC1
→ 102 | 94 | 95 | -12 | 1 | 91 | 1 | 4
[11] CC1CC(NC(=O)c2cnc3n(c2=O)CCS3)CC(C)(C)C1 (centres undefined)
→ 94 | 94 | 97 | 12 | -28 | 95 | 1 | 6
[12] CCCSCCCNC(=O)Cn1nc(CC)n2c(cc3c(OC)cccc32)c1=O
→ 106 | 96 | 87 | 9 | 1 | 104 | 2 | 20
[13] COC(=O)c1ccc(C(=O)OC)c(NC(=O)C2CC2)c1
→ nt | nt | 121 | 1 | -5 | nt | -4 | 1
[14] O=C(CSc1nc2ccccc2o1)Nc1ccccc1
→ 99 | 117 | 95 | 4 | -4 | 94 | -1 | 3
[15] Cn1c(N)c(-c2nc3cccnc3n2C)sc1=S
→ 102 | 117 | 95 | 4 | -13 | 97 | 51* | -13
[16] Cc1ccc(S(=O)(=O)N(C)C)cc1NC(=O)COC(=O)CNC(=O)c1cccs1
→ 95 | 100 | 121 | -1 | -7 | 93 | 5 | -7
[17] CCN(CC)S(=O)(=O)c1cccc(C(=O)OC2CC(C)OC2=O)c1 (centres undefined)
→ 110 | 100 | 93 | 4 | 4 | 109 | -2 | -11
[18] COCCN1C(=O)C(=O)/C(=C(/O)c2ccc(S(=O)(=O)N3CCCCC3)cc2)C1c1ccc(OC)cc1 (centres undefined)
→ 93 | 85 | 111 | 1 | -31 | 97 | -1 | -9
[19] CN(CC(=O)Nc1ccc(N2CCOCC2)cc1)C(=O)CC(c1ccccc1)c1ccccc1
→ 101 | 96 | 106 | -3 | nt | 100 | 2 | 5
[20] CC(C)(CO)NCC(=O)Nc1cc(C(F)(F)F)cc(NC(=O)CNC(C)(C)CO)c1Cl
→ 98 | 87 | 104 | 11 | 2 | 99 | 2 | -3
[21] Cc1c(NC(=O)C(C)SC(=S)N2CCCC2)c(=O)n(-c2ccccc2)n1C (centres undefined)
→ 105 | 112 | 104 | -1 | -13 | 101 | 3 | -7
[22] CCOc1ccccc1Nc1cc2n(c(=O)n1)CCc1cc(OC)c(OC)cc1-2
→ 105 | 91 | 103 | 2 | 4 | 100 | 18 | -10
[23] Cc1cc(C(=O)Nc2cccc3c2O[C@@H](CN(C)S(=O)(=O)c2ccccc2)[C@H](C)CN([C@@H](C)CO)C3=O)n(C)n1
→ 96 | 90 | 90 | 4 | 1 | 99 | -2 | 0
[24] Cn1cc(S(=O)(=O)CC(=O)N2CCc3ccccc32)c2ccccc21
→ 98 | 104 | 96 | 6 | -1 | 99 | 7 | 6
[25] COc1ccc(N(C(=O)CNC(=O)c2ccco2)C(C(=O)NCC2CCCO2)c2ccccc2)cc1Cl (centres undefined)
→ 88 | 99 | 106 | 6 | 0 | 100 | 0 | 0
[26] CC1CC1C(=O)OCC(=O)NC(=O)c1ccc(C(C)(C)C)cc1 (centres undefined)
→ 98 | 102 | 99 | 8 | -3 | 103 | 1 | -2
[27] CN(C(=O)c1cccc(NC(=O)Cc2cccc([N+](=O)[O-])c2)c1)C1CCC1
→ 94 | 100 | 111 | 8 | 6 | 92 | -1 | -2
[28] O=C(N/N=C/c1ccccc1Cl)c1cccc(F)c1
→ 109 | 124 | 94 | 9 | 3 | 105 | 1 | -2
[29] COc1ccc(C(C(=O)NC2CCCC2)N(CCCO)C(=O)Cn2nnc(-c3ccc(C)o3)n2)cc1 (centres undefined)
→ 108 | 92 | 102 | 0 | -14 | 105 | 2 | 6
[30] Cc1cccc(-c2n[nH]c(=S)n2/N=C/c2ccc(C)o2)c1
→ 89 | 95 | 102 | -6 | 17 | 101 | 9 | -20

Next part; it opens with the 2 that closed the last part.
Every second line gives: MEP2-GFP yeast | LAP4 TOR yeast | CR mimetic SO | proCasp3 act | GASC-1 inh | RPL19A TOR yeast | AHR act | procasp7 counter
[29] COc1ccc(C(C(=O)NC2CCCC2)N(CCCO)C(=O)Cn2nnc(-c3ccc(C)o3)n2)cc1 (centres undefined)
→ 108 | 92 | 102 | 0 | -14 | 105 | 2 | 6
[30] Cc1cccc(-c2n[nH]c(=S)n2/N=C/c2ccc(C)o2)c1
→ 89 | 95 | 102 | -6 | 17 | 101 | 9 | -20
[31] Cc1sc2nc(CN3CCCC3)nc(NCc3ccncc3)c2c1C
→ 120 | 117 | 106 | 0 | -5 | 103 | 2 | 5
[32] CCOc1ccc(OCCCCn2ccnc2)cc1
→ 99 | 92 | 89 | 1 | 4 | 101 | 24 | -1
[33] COc1ccc(Cl)cc1NC(=O)Cn1nc(-c2ccc(C)cc2)n(C)c1=S
→ 102 | 95 | 99 | -1 | 4 | 100 | 14 | -4
[34] CN(C1CCCC1)C1CCN(C(=O)CNC(=O)/C=C/c2cccc(C(F)(F)F)c2)CC1
→ 104 | 97 | 100 | 14 | -6 | 105 | 2 | -6
[35] CCCCCCCCCCOC(=O)Cn1c(COc2cccc(OC)c2)[n+](C)c2ccccc21
→ 103 | 114 | 94 | -2 | 5 | 93 | 0 | -5
[36] CCc1ccc(NC(=O)C(=O)NCC2CCCN2S(=O)(=O)c2cccs2)cc1 (centres undefined)
→ 97 | 107 | 87 | -4 | 2 | 100 | 3 | 6
[37] O=C1CCc2cc(S(=O)(=O)NCCC(=O)NC3CCCCC3)ccc2N1
→ 109 | 109 | 114 | 2 | -7 | 109 | -1 | 7
[38] O=C(CN(C(=O)CCC(=O)Nc1nccs1)c1cccc(C(F)(F)F)c1)NCC1CCCO1 (centres undefined)
→ 104 | 94 | 97 | 4 | 9 | 105 | -1 | 15
[39] Cc1ccc(S(=O)(=O)Nc2nc3ccccc3nc2N2CCc3ccccc3C2)cc1
→ 113 | 100 | 102 | -9 | -1 | 104 | 46 | -13
[40] COCCCN1CN(S(=O)(=O)c2cccs2)c2nc3ccccc3nc21
→ 103 | 107 | 101 | 3 | 0 | 98 | -2 | 10
[41] COc1ccc(N/C=C/C(=O)c2ccccc2)cc1
→ 100 | 90 | 102 | 2 | 3 | 105 | -1 | 9
[42] COc1ccc(CCNS(=O)(=O)c2cccc3cccnc23)cc1OC
→ 103 | 92 | 100 | -6 | -5 | 99 | 4 | 7
[43] COc1ccc(CCNC(=S)NC(=O)c2c(-c3ccccc3Cl)noc2C)cc1OC
→ 98 | 110 | 79 | -4 | 7 | 100 | 45 | 3
[44] CSC1=C(C#N)C(c2ccc(C)cc2)C2=C(CCCC2=O)N1 (centres undefined)
→ 103 | 104 | 109 | 4 | -2 | 105 | 0 | -1
[45] CCc1ccccc1N(CC(=O)NCc1ccccc1)C(=O)CCC(=O)Nc1ccccn1
→ 104 | 98 | 106 | 4 | -2 | 104 | 1 | 2
[46] O=C(NCCc1ccccc1)c1ccc(OCCOc2ccccc2)cc1
→ 104 | 100 | 91 | 4 | ? | 99 | -1 | 3
[47] Cc1nnc(Sc2cc(C(=O)NCc3ccco3)c3ccccc3n2)s1
→ 100 | 98 | 93 | -3 | 27 | 97 | 14 | 4
[48] S=C1NCCNC(=S)NCCOCCOCCN1
→ 103 | 101 | 102 | -6 | 36 | 101 | 1 | -3
[49] O=C(C1CCCN(Cc2cc(Br)ccc2O)C1)N1CCCCC1 (centres undefined)
→ 107 | 104 | 96 | -2 | 2 | 103 | 2 | -6
[50] O=C(CSc1ncn[nH]1)NC1CC2CCC1C2 (centres undefined)
→ 101 | 100 | 103 | -1 | 0 | 103 | 2 | 2
[51] NC(=O)COC(=O)c1cc(=O)[nH]c2ccccc12
→ 103 | 109 | 99 | 6 | 9 | 97 | 3 | 16
[52] O=C(C1CCCO1)N1CCN(c2c3c(nc4cc(-c5ccc(F)cc5)nn24)CCC3)CC1 (centres undefined)
→ 106 | 113 | 63* | 0 | nt | 97 | 29 | 0
[53] CCN1CCc2c(sc(NC(=O)C3COc4ccccc4O3)c2C(N)=O)C1 (centres undefined)
→ 106 | 121 | 98 | -4 | 2 | 100 | 2 | 2
[54] COc1ccc(Nc2cc(C)nc3nc(C)nn23)c(OC)c1
→ 106 | 105 | 100 | 7 | 3 | 100 | 12 | -6
[55] CCOc1ccc(-n2c(SCC(N)=O)nc3sc4c(c3c2=O)CCN(C)C4)cc1
→ 98 | 110 | 114 | -2 | nt | 94 | -1 | 4
[56] Cc1ccn2c(=O)nc(SCC(=O)N3N=C(c4cccs4)CC3c3ccc(F)cc3)nc2c1 (centres undefined)
→ 106 | 107 | 103 | 7 | 7 | 99 | 2 | 2
[57] Cc1cc(C(=O)OCC(=O)Nc2ccccc2Cl)c(C)o1
→ 102 | 98 | 100 | -1 | -2 | 97 | -1 | -11
[58] CC(=O)c1cccc(NC(=O)Cn2cnc(S(=O)(=O)N3CCOCC3)c2)c1
→ 96 | 99 | 102 | -4 | 3 | 100 | 1 | 2
[59] COC(=O)c1c(C)[nH]c(C(=O)C(C)OC(=O)C2=NNC(=O)CC2)c1C (centres undefined)
→ 106 | 99 | 94 | -7 | nt | 107 | 6 | -10
[60] Cc1cc(OCCN2CCCC2)ccc1C(C)C
→ 89 | 91 | 91 | -3 | -8 | 91 | 3 | -2
[61] FC(F)(F)c1cc(Cl)c2nnc(-c3cccnc3)n2c1
→ 100 | 104 | 100 | 2 | 0 | 100 | 0 | -4
[62] Oc1ccc(N=Nc2n[nH]c(-c3ccccc3)n2)cc1
→ 103 | 92 | 87 | -14 | 4 | 97 | 13 | -5
